NOD2-RIPK2 inh – NOD2-RIPK2 protein interaction inhibition. 360,000 tested, 0.38% active. CHO BLA complementation NOD2-RIPK2, CCF4 ratio. O43353. inhibition, % at 4.98 µM; in the data active = inhibition above about 21%;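 also: 0% = vehicle only and 100% = reference blocker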
Target sequence (O43353 whole entry, looked up): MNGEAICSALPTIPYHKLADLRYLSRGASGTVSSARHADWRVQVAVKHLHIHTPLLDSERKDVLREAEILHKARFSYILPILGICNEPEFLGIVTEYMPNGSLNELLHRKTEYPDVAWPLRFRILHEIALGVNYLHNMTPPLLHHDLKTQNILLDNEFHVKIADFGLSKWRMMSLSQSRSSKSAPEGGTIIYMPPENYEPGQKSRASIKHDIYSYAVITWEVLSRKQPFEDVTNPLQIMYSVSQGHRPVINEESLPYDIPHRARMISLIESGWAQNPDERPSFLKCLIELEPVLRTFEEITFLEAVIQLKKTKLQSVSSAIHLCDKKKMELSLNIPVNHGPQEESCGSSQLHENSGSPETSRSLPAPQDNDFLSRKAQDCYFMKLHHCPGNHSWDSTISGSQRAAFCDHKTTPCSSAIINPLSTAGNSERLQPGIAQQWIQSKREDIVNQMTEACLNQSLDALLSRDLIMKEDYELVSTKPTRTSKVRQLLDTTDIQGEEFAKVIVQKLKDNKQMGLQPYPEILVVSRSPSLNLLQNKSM
NCOA1 inh – inhibitors of human steroid receptor coactivator 1 (SRC1). HEK293 GAL4-SRC1 luciferase reporter, luminescence. inhibition, % at 3.6 µM. 360,000 tested, 0.12% active;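 active = inhibition above the campaign mean plus 3 SD, with each screening campaign given its own cutoff, cut at about 60% in these data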;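 also: 0% = DMSO treated cells and 100% = gossypol at 36 µM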
NR5A2 inv ag – inverse agonists of human LRH-1 (NR5A2). O00482. HEK293T StAR-luciferase reporter, LRH-1 transfected, 24 h. inhibition, % at 3.6 µM. 360,000 tested, 0.13% active;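 active = inhibition above the mean inhibition of all tested compounds plus 3 SD, cut at about 73% in these data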;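 also: 0% = DMSO wells and 100% = reporter-only cells lacking LRH-1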
SRC2 inh – human SRC2 (NCOA2) inhibition; HEK293 GAL4-SRC2 luciferase reporter, luminescence; inhibition, % at 9 µM; 370,000 tested, 0.17% active;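 active = inhibition above the mean inhibition of all tested compounds plus 3 SD, set per campaign, cut at about 52% in these data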;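 also: 0% = DMSO treated cells and 100% = cells given Gossypol at 36 µM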
Vif inh – blocks HIV Vif function; HEK293T cells, Vif self-association by quenched fluorescence, imaging, 24 h; inhibition, % at 7.49 µM; 340,000 tested, 0.35% active; in the data active = inhibition above about 50%, passing the limit was not always enough; also: some results filed as inactive read as strong as hits
NR2F2 inh – NR2F2 (human) inhibition, primary screen; P24468; HEK293T NGFI-A luciferase reporter, luminescence; inhibition, % at 8.6 µM; 370,000 tested, 0.7% active;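 active = inhibition above a per-plate cutoff, mean inhibition of test wells between control levels plus 3 SD, cut at about 38% in these data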;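 also: cells cotransfected with COUP-TFII expression vector driving the NGFI-A reporter; 0% = median of COUP-TF2 test wells and 100% = reporter-only cells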
Target sequence (P24468 whole entry, looked up): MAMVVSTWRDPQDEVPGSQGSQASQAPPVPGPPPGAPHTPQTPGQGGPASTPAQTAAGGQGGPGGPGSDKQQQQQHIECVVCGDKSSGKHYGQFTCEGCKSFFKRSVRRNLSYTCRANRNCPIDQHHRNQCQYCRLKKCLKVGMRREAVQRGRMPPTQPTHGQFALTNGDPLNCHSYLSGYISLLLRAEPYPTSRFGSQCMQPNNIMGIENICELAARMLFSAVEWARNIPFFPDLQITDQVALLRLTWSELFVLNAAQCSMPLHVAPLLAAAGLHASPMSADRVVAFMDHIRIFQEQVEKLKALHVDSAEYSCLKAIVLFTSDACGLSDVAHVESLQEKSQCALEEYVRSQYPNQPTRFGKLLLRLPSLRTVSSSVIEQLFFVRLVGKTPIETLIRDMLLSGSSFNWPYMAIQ
SRC3 inh – inhibits human SRC3 coactivator. Q9Y6Q9. HEK293 GAL4-SRC3 luciferase reporter, luminescence. inhibition, % at 3.6 µM. 360,000 tested, 0.17% active;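 active = inhibition above a per-campaign cutoff, the mean of all compounds plus 3 SD, cut at about 60% in these data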;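 also: 0% = DMSO-treated cells and 100% = gossypol-treated cells at 36 µM; higher means less SRC3-driven luciferase light from the GAL4 reporter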
EBV LMP1 NFkB – inhibitors of Epstein-Barr LMP1-induced NF-kappaB reporter; LMP1-induced NF-kappaB luciferase reporter cells, luminescence; inhibition, % at 12.5 µM; 350,000 tested, 0.69% active; AID 504558; in the data active = inhibition above about 41%;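 also: 0% = neutral control wells and 100% = reference inhibitor control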
TLR9-MyD88 inh – blocks human TLR9 binding to MyD88; Q9NR96+Q99836; CHO BLA complementation TLR9-MyD88, CCF4 FRET ratio; inhibition, % at 4.98 µM; 340,000 tested, 0.21% active; AID 504734;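 active = inhibition above the mean over all tested compounds plus 3 SD, cut at about 21% in these data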;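 also: 0% = DMSO only wells and 100% = clavulanate BLA inhibitor control wells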
TROY NFkB inh – inhibitors of TROY-dependent NF-kB signaling | Q293 LMP1-TROYcd NF-kB luciferase reporter, 4 h | 360,000 tested, 0.98% active | inhibition, % at 10 µM;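 active = compounds whose plate-normalised and pattern-corrected inhibition of the luciferase reporter signal at the single screening dose is 50% or more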
TRAIL sens C8 – caspase-8 TRAIL sensitization. NB7+C8 cells + TRAIL, ATPlite viability luminescence. 360,000 tested, 1% active. inhibition (viability loss, TRAIL sensitization), % at 10 µM. AID 624354;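 active = compounds causing at least 50% loss of cell viability in the single-dose screen, relative to plate controls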
* hit, by the source's call; nt = not tested or not shown. These rows are one share of the data, so the mix of outcomes need not match the whole.

SMILES	TLR9-MyD88 inh	TRAIL sens C8	NR2F2 inh	Vif inh	SRC3 inh	NOD2-RIPK2 inh	EBV LMP1 NFkB	TROY NFkB inh	NCOA1 inh	NR5A2 inv ag	SRC2 inh
CN(C)S(=O)(=O)c1ccc(C(=O)Nc2cccc(C(=O)N3CCOCC3)c2)cc1	-8	-13	-3	-6	-12	-11	1	0	-8	3	-6
CCn1c(SCC(=O)Nc2nccs2)nnc1-c1ccc(S(=O)(=O)N2CCCCC2)cc1	8	-5	11	-1	-1	6	-11	5	1	8	12
COC(=O)c1cc(C)sc1NC(=O)c1ccco1	-15	-4	-16	-11	24	-11	0	-13	-17	-8	-15
COCCn1c(=NC(=O)CN2C(=O)CCC2=O)sc2cc(S(N)(=O)=O)ccc21	-3	0	-2	21	16	0	5	15	5	4	-9
CC1=C(C(=O)N(C(C)C)C(C)C)CC(CC(=O)NCCc2ccccn2)C(=O)N1Cc1ccc(F)cc1 (centres undefined)	nt	2	-3	nt	-7	-5	nt	-6	-11	19	-1
CC(=C\c1ccco1)/C=C1/SC(=S)N(CC(=O)O)C1=O	5	2	-5	8	11	9	3	4	7	0	-2
O=C(/C=C/c1ccco1)Nc1scc(-c2ccccc2)c1C(=O)O	0	54*	-33	-2	-54	0	38	15	-84	-179	-27
CCN(CC#CCC1(O)c2ccccc2-c2ccccc21)CCO	-5	5	-16	5	13	-9	-7	-5	-24	6	1
O=C(CSc1ncn[nH]1)Nc1ncc(C(F)(F)F)cc1Cl	3	-11	-5	7	4	-1	-4	-15	-11	-7	-13
O=C(NCCC1=CCCCC1)C1CC(=O)N(Cc2ccccc2)C1 (centres undefined)	3	14	-6	-4	7	-6	-3	5	-20	5	-40
CC(=O)c1cccc(NC(=O)Cc2ccc3c(c2)CCCC3)c1	-7	12	2	-4	11	4	5	0	0	-13	7
CCCc1nn(C)c2c1C(c1ccncc1)C(C#N)=C(N)O2 (centres undefined)	0	-11	-4	19	4	-5	-6	-2	-4	3	-14
O=C(NC(=S)Nc1ccc(CN2CCCCC2)cc1)c1cc2ccccc2o1	-1	9	2	-1	23	0	-8	-9	-2	-14	-6
CCN(CC)C(=O)Cn1cnc2sc(C(=O)N3CCN(c4ccc(OC)cc4)CC3)c(C)c2c1=O	-6	-19	-10	8	14	-10	-4	2	6	11	-3
Cc1ccc(C(=O)COC(=O)c2cc(C)no2)c(C)c1	2	-11	-3	-2	-9	-1	3	-17	5	-5	-6
O=C(c1ccccc1)c1cccc(NC(=O)C2CC2)c1	2	13	1	11	5	-1	-6	-1	4	22	6
CC(=O)NC(=S)Nc1cccc2ccc(C)nc12	2	-3	11	-16	15	9	9	-23	-60	10	-23
O=C(Cc1ccc([N+](=O)[O-])cc1)N1CCN(c2ccc([N+](=O)[O-])cc2)CC1	-4	11	13	-2	12	3	6	16	6	3	-5
CCc1ccc(C(=O)OCC(=O)N(CC)c2c(N)n(Cc3ccccc3)c(=O)[nH]c2=O)cc1	1	-4	-3	2	6	2	5	-4	8	-6	13
COC(=O)C1OC1c1cc([N+](=O)[O-])ccc1OC (centres undefined)	-6	11	-21	-3	1	-5	7	7	13	0	29
Cc1ccc(C2/C(=C(/O)c3ccc(Br)cc3)C(=O)C(=O)N2Cc2ccco2)o1 (centres undefined)	4	6	-8	1	22	-7	-5	11	-22	-3	4
O=C(Nc1ccc(/C=C/c2nc3ccccc3o2)cc1)c1c(F)cccc1F	1	12	-35	-14	-78	10	-22	59*	-110	-95	-51
Cc1cccc2cc3c(NC(=O)CC(C)C)nn(C)c3nc12	1	0	-15	-2	6	-6	-6	17	-26	7	3
Cc1ccc(-n2nc3ccc(NC(=O)/C=C/c4ccco4)cc3n2)cc1	-12	-2	-24	0	-66	0	-58	-7	-100	-128	1
O=C(Cn1cncn1)NCc1cc(F)ccc1F	1	2	5	6	15	5	-1	3	13	-10	6
Cn1c(=O)c2cc(NC(=O)NCc3ccccc3)ccc2n1C/C=C/c1ccccc1	nt	15	-10	15	-18	12	nt	-30	-14	-18	-22
CCc1ccccc1NC(=O)Nc1ccc2c(c1)OCO2	6	3	-8	-16	-27	-2	-23	-12	-15	-30	-15
COCCNC(=O)c1ccccc1N(Cc1ccccc1)S(=O)(=O)c1ccc(C)cc1	-6	-5	-3	0	6	-8	-1	-29	10	6	-14
C#Cc1ccc([C@H]2C=C(C(=O)Nc3ccccc3)O[C@@H](OCc3ccc(CO)cc3)C2)cc1	3	89*	nt	4	-14	0	6	-27	-13	-3	nt
CC(=O)Nc1ccc(NC(=O)C(C)OC(=O)C(C)SCC(=O)Nc2ccc(F)cc2)cc1 (centres undefined)	3	0	-21	-3	-21	3	-11	-3	9	-7	-10

Next section (2 carried over from the part before).
SMILES	TLR9-MyD88 inh	TRAIL sens C8	NR2F2 inh	Vif inh	SRC3 inh	NOD2-RIPK2 inh	EBV LMP1 NFkB	TROY NFkB inh	NCOA1 inh	NR5A2 inv ag	SRC2 inh
C#Cc1ccc([C@H]2C=C(C(=O)Nc3ccccc3)O[C@@H](OCc3ccc(CO)cc3)C2)cc1	3	89*	nt	4	-14	0	6	-27	-13	-3	nt
CC(=O)Nc1ccc(NC(=O)C(C)OC(=O)C(C)SCC(=O)Nc2ccc(F)cc2)cc1 (centres undefined)	3	0	-21	-3	-21	3	-11	-3	9	-7	-10
O=C(Nc1ccc(S(=O)(=O)N2CCCCC2)cc1)C1CC(=O)N(c2ccccc2)C1 (centres undefined)	-2	-7	12	27	-14	-6	-2	-22	-19	-3	-11
COc1ccc(-c2cc(C(=O)Nc3cc(S(N)(=O)=O)ccc3C)c3ccccc3n2)cc1OC	2	-3	7	-7	-17	-4	-10	-7	-32	18	-4
O=C(CSc1nnc(CNC(=O)c2ccco2)o1)Nc1ccccc1	7	0	2	-5	-7	-1	-1	30	2	1	1
CC(C)OCC(O)Cn1c(N2CCCC2)nc2c1c(=O)[nH]c(=O)n2C (centres undefined)	8	-10	-2	11	-2	4	-4	-17	-10	-6	1
O=C(CSc1nnc(CNC(=O)c2c(F)cccc2Cl)o1)NC1CCCC1	-4	21	-6	-3	-1	-2	-1	-2	6	-14	-12
CCOC(=O)C1CCN(C(=O)COC(=O)CSc2ccc([N+](=O)[O-])cc2)CC1	-1	-26	-12	-6	11	-6	13	3	-30	21	-30
CC(=O)c1cccc(NC(=O)COC(=O)c2ccc3c(c2)OCO3)c1	0	7	9	-4	25	-2	-3	-20	4	15	-3
COC(=O)c1cc(Cl)ccc1NCC(N)c1ccccc1 (centres undefined)	nt	10	18	nt	2	1	nt	-1	2	3	1
CCOc1ccc(CN2CCN(Cc3cccc4c3OCO4)CC2CCO)cc1 (centres undefined)	-2	-5	-2	-10	4	-7	-11	3	-20	9	4
COc1ccc(CC(NC(C)=O)C(=O)NC2CCN(c3nc(C)cc(C)c3C#N)CC2)cc1OC (centres undefined)	-2	-1	-21	-7	18	-3	38	6	3	13	12
O=c1c2ccccc2c(C=Nc2ccc(Cl)cn2)c(O)n1-c1cc(Cl)ccc1N1CCOCC1	6	0	11	nt	13	-2	8	-1	-16	1	14
Cc1ccccc1-c1cnc(C(O)c2cccc(C)c2C)[nH]1 (centres undefined)	nt	4	-4	6	1	-13	nt	-4	0	0	-5
Cc1[nH]c2ccc(-c3n[nH]c(=S)n3C)cc2c1C	-1	-3	-14	2	25	-4	1	3	-3	-8	0
CCNC(=S)NN=C1c2ccccc2-c2ccccc21	7	-4	7	-6	12	-2	-4	-22	5	7	11
COc1ccc(CC(=O)NC(C)c2nnc(SCC(=O)Nc3nc(C)cs3)n2C)cc1 (centres undefined)	8	15	5	6	3	-17	-7	-15	12	7	-19
CC(Nc1nc(-c2ccc(F)cc2)cs1)c1nc2cc(C(F)(F)F)ccc2n1CCOCCO (centres undefined)	6	-4	-3	-7	-12	3	-9	14	-5	-30	3
CCCc1nnc(SCC(=O)Nc2ccc(NC(C)=O)cc2)n1-n1cccc1	3	21	-11	20	23	-4	-1	25	-13	16	-23
CCn1c(SCC(=O)N2CCCc3ccccc32)nnc1-c1c[nH]c2ccccc12	-5	-10	31	-7	11	4	16	nt	-6	2	25
O=C(CNC1CCCCC1)Nc1ccc(S(=O)(=O)N2CCCCC2)cc1	-4	6	14	-9	1	-7	-7	9	-20	-12	9
COc1ccc(Cl)cc1NC(=O)CNCc1cccs1	-11	1	27	-5	9	-6	8	2	-2	7	1
CNc1cncc(-c2ccc(O)cc2C)n1	nt	-21	-10	-12	5	-1	nt	7	1	6	19
c1ccc(-c2ccccc2OCCCCn2ccnc2)cc1	8	8	-12	1	-6	2	5	19	3	-15	6
CCOc1ccc2[nH]c3c(NCCCOC)ncnc3c2c1	-3	-3	-4	-12	-32	3	-16	-37	-23	-39	-87
CCOc1cccc(OCCCNCCCOC)c1	-7	-6	4	-5	11	8	-2	-8	-2	-36	-17
C[C@@H]1COC(=O)CCC/C=C\C[C@@H](CC(=O)N(CCO)Cc2ccccc2)C(=O)N1	-11	-16	0	10	2	-5	1	0	10	1	27
CCn1c(=O)c(C(=O)Nc2ccccc2S(N)(=O)=O)c(O)c2ccccc21	0	-1	-14	2	-27	-11	-3	-25	-24	-20	-64
O=C(CSc1nc(-c2ccccc2Cl)ns1)c1ccc(Cl)cc1	7	-2	14	0	5	0	-15	-46	-3	7	6
Cc1ccc(S(=O)C(c2ccccc2)c2ccccc2)cc1 (centres undefined)	-7	0	5	3	-9	-10	-4	-7	4	-10	-26
CC(C)(C)Cc1c(-c2ccc(F)cc2)nc2ccc(Br)cn12	0	8	-1	nt	3	-3	-15	-63	-4	-19	9
c1ccc(CSc2nnc(SCc3ccccn3)s2)nc1	5	-6	-38	nt	-49	6	-10	-42	-51	-61	-34

SMILES	TLR9-MyD88 inh	TRAIL sens C8	NR2F2 inh	Vif inh	SRC3 inh	NOD2-RIPK2 inh	EBV LMP1 NFkB	TROY NFkB inh	NCOA1 inh	NR5A2 inv ag	SRC2 inh
CN1CCN(C(=O)c2ccc3c(c2)N(Cc2ccccc2F)C(=O)c2ccccc2S3=O)CC1 (centres undefined)	-3	0	4	nt	1	-6	1	3	-13	-3	10
O=C(Nc1ncc(Cc2ccccc2)s1)C1COc2ccccc2O1 (centres undefined)	-13	3	-43	nt	-111	2	-27	-39	-123	-145	-38
C=CCNc1cnn(CC(C)=O)c(=O)c1Br	3	-8	7	-3	-2	6	-4	-16	-3	-2	-4
O=S(=O)(NCc1ccccc1)c1ccc(Br)c2nsnc12	9	18	7	-6	12	11	-1	-8	0	1	10
Cc1nc2ccc(NS(=O)(=O)c3ccccc3Cl)cc2s1	1	13	-2	-16	13	9	1	1	6	-8	-44
S=C(Nc1ccccn1)c1ccccn1	4	20	-31	7	-112	-2	1	-54	-108	-93	-51
CCOC(=O)C1=C(O)C(Nc2nc3ccccc3s2)(C(F)(F)F)N=C1C (centres undefined)	7	-5	17	-6	15	4	21	11	-4	6	24
CCn1cc(C(=O)NCCc2ccccc2)c(=O)c2cc(S(=O)(=O)N3CCCC3)ccc21	6	-2	15	-10	13	2	1	-1	2	9	-8
CCc1ccc(Nc2nnc(SCC(=O)N(C)C3CCS(=O)(=O)C3)s2)cc1 (centres undefined)	-3	71*	-25	-13	-69	1	6	-82	-60	-66	-65

Source: PubChem BioAssay
